# BCLXL inh = Bcl-xL (human) inhibition; AID 2129; 320,000 tested, 0.7% active; inhibition, % at 10.9 µM; GST-Bcl-xL / FITC-Bim BH3 peptide fluorescence polarization;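 active means inhibition above the mean of all tested compounds plus 3 SD, cutoff set per campaign, cut at about 30% in these data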;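 further: 0% = DMSO wells and 100% = unlabeled Bim-BH3 peptide competitor; inhibitors lower millipolarization by displacing the labeled peptide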
# GSTO1 inh = blocks human GSTO1 in RBBP9 counter-screen | P78417 | recombinant GSTO1, activity-based probe fluorescence polarization | inhibition, % at 5.96 µM | 300,000 tested, 1.1% active | AID 1974;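 active means inhibition above the campaign mean inhibition plus 3 SD, cut at about 35% in these data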;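 further: 0% = GSTO1-1 with DMSO and 100% = wells lacking GSTO1-1 enzyme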
# Target sequence (P78417 whole entry, looked up): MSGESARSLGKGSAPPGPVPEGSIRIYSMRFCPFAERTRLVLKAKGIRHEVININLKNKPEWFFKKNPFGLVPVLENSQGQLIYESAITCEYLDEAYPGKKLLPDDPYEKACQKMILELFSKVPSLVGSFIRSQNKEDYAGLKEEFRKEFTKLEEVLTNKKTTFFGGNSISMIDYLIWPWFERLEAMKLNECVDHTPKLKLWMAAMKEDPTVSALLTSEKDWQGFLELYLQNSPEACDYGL
# TPT1 inhibitor = C. albicans TPT1 enzyme inhibition; recombinant caTPT1, FP RNA substrate dephosphorylation; inhibition, % at 5 µM; 300,000 tested, 0.81% active; AID 1962;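 active means inhibition above the mean of all tested compounds plus 3 SD, set per screening campaign, cut at about 24% in these data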;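 further: plate controls were DMSO alone for no effect and ferristatin control at 100 nM for full effect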
# GLD-1 RNA inh = GLD-1-TGE RNA interaction inhibition (C. elegans) | Q17339 | purified GLD-1 + fluorescein TGE RNA, fluorescence polarization | inhibition, % at 5.96 µM | 320,000 tested, 0.44% active;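 active means percent inhibition above a per-plate cutoff, the plate mean of test compounds plus 3 SD, cut at about 30% in these data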;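 further: 0% = DMSO wells with GLD-1 and probe and 100% = wells lacking GLD-1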
# MEX-5 binding = C. elegans MEX-5 TCR-2 RNA binding activity; Q9XUB2; MEX-5/FITC-TCR2 RNA binding, fluorescence polarization; stronger effect = lower value; activity score (negative = inhibition of binding), % at 10 µM; 300,000 tested, 0.38% active;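 active means inhibition past about -25% in most replicates, and total fluorescence under double the plate's negative control median, limit read from the data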;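 further: 0% = DMSO and -100% = 5 µM competing unlabeled TCR2 RNA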
# Target sequence (Q9XUB2 whole entry, looked up): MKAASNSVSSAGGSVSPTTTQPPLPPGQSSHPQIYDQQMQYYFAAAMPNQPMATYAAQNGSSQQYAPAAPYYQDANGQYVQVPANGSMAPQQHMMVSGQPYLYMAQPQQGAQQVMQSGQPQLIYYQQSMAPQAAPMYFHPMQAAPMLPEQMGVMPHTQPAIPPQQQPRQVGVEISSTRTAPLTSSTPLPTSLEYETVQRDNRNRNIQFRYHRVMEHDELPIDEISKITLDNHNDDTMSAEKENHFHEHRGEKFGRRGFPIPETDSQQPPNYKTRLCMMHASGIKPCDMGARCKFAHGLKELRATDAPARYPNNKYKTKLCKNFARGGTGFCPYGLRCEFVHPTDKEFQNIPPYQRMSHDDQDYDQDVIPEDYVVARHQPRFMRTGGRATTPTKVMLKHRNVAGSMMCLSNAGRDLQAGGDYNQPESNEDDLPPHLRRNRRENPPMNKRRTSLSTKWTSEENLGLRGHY
# Fam108B counter = counter-screen for RBBP9 inhibitors: inhibitors of mouse Fam108B | recombinant Fam108B, FP-Rh probe fluorescence polarization | inhibition, % at 9.51 µM | 300,000 tested, 0.33% active | AID 1947;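 active means inhibition above the screen mean inhibition plus 3 SD, computed separately per campaign, cut at about 18% in these data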;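 further: inhibitors lower polarization as less probe binds the enzyme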
# PME-1 primary = blocks human protein phosphatase methylesterase 1 | inhibition, % at 5.9 µM | 320,000 tested, 0.53% active | Q9Y570 | recombinant PME-1, FP-Rh probe fluorescence polarization;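 active means inhibition above the campaign mean of all compounds plus 3 SD, cut at about 26% in these data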;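 further: competitive labeling of PME-1 active site by serine hydrolase directed probe; 0% = PME-1 with DMSO and 100% = wells lacking PME-1 enzyme; inhibitors block probe labeling so polarization falls and inhibition rises; many of its hits are not listed in these tables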
# Target sequence (Q9Y570 whole entry, looked up): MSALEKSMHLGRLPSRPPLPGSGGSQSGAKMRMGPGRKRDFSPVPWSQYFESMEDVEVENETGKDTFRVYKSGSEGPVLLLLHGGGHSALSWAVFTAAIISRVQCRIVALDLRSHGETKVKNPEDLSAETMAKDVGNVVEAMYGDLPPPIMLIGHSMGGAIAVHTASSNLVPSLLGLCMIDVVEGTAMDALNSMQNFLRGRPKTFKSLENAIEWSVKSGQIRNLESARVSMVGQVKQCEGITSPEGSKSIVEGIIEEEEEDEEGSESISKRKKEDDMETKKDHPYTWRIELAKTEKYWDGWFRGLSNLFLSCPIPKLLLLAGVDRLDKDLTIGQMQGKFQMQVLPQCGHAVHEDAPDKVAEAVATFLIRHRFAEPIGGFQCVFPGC
# PAD4 inh = inhibitors of human PAD4 | recombinant PAD4, RCA probe fluorescence polarization | inhibition, % at 6.36 µM | 330,000 tested, 0.41% active | Q9UM07;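 active means percent inhibition above a cutoff equal to the mean of all tested compounds plus 3 SD, cut at about 15% in these data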;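 further: 0% = PAD4 with RCA probe and DMSO and 100% = probe without PAD4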
# MCL1-BIM inh = disrupts human MCL1 binding to BIM-BH3 peptide; AID 2057; Q07820; inhibition, % at 10.9 µM; GST-MCL1 / FITC-Bim-BH3 fluorescence polarization; 320,000 tested, 0.68% active;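 active means inhibition above the mean inhibition of all tested compounds plus 3 SD, set per campaign, cut at about 40% in these data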;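 further: 0% = DMSO wells and 100% = unlabeled Bim-BH3 peptide control; higher means more loss of mP so more displacement of Bim peptide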
# The depositor's hits bear a star; / = no result given. A portion of the library. The share of hits here may be higher or lower than overall.
SMILES,BCLXL inh,GSTO1 inh,TPT1 inhibitor,GLD-1 RNA inh,MEX-5 binding,Fam108B counter,PME-1 primary,PAD4 inh,MCL1-BIM inh
CN(C)c1ccc(P(=O)(OCc2ccccc2)C(O)c2ccncc2)cc1 (configuration not stated),8,2,2,6,1.5,-2,-3,1,1
Cc1[nH]c(=O)[nH]c(=O)c1CSc1nnc([C@@H](NC(=O)OC(C)(C)C)C(C)C)o1,-2,2,-4,4,-0.5,3,2,4,-5
CCCC(=O)Nc1c2c(nc3ccccc13)N(c1ccccc1)CC2,4,-12,-1,0,-5.1,-2,-5,-6,-5
O=C(Nc1ccccc1O)c1cccc(S(=O)(=O)N2CCOCC2)c1,-1,4,1,4,-0.8,-2,-4,-5,7
CN1CCC(OC(=O)c2cccc(Br)c2)CC1,1,-6,-5,-10,0.7,9,4,0,1
O=C(NC1CCCC1)C(=O)N(Cc1cccnc1)C(C(=O)NC1CCCC1)c1ccco1 (configuration not stated),2,3,-1,2,1.7,1,5,2,-3
O=C(NCCNC(=O)c1cnccn1)c1cccc(Cl)c1,3,3,2,4,5.0,2,5,-7,-2
O=C(Cn1nnc2ccccc2c1=O)N[C@@H](Cc1ccccc1)C(=O)O,3,4,2,5,-2.9,-3,0,4,-2
COc1cc(/C=N\NC(=O)c2cccnc2)ccc1OC(=O)c1ccccc1Cl,1,16,1,8,-0.1,-9,-13,-6,2
Cc1ccc(NC(c2ccccc2)c2nc3ccccc3[nH]c2=O)cc1 (configuration not stated),2,0,-1,1,0.7,7,13,2,0
COc1ccc(CCNC(=O)C23CCC(C)(C(=O)C2=O)C3(C)C)cc1OC (configuration not stated),1,-2,3,-2,0.4,-1,0,-2,0
COc1ccc(/C(O)=C2/C(=O)C(=O)N(CCCN3CCOCC3)C2c2ccc(N(C)C)cc2)cc1 (configuration not stated),7,3,1,-5,-0.5,2,-1,3,6
COc1ccc(C(=O)C[n+]2cc(Br)cc3ccccc32)cc1[N+](=O)[O-],54*,1,45*,-86,-0.8,0,-5,-7,75*
O=C(CCNC(=O)c1ccc([N+](=O)[O-])cc1)Nc1ccccc1N1CCOCC1,-14,1,3,5,-0.4,-3,-7,-3,-8
CCCNC(=O)CC(NS(=O)(=O)c1ccc(NC(C)=O)cc1)C(C)C (configuration not stated),1,2,0,7,0.8,-5,-8,-3,-1
Cc1ccc(-n2nc(C)c3c2OC(N)=C(C#N)C3c2cccs2)cc1 (configuration not stated),9,34,1,2,1.3,3,-1,41*,9
Cn1c(=O)[nH]c(=O)c2c1nc(SCC(O)CO)n2CCCc1ccccc1 (configuration not stated),2,3,-2,2,-3.1,1,0,4,-1
O=c1oc(-c2cccs2)nc2ccc(Cl)cc12,1,-21,4,3,0.8,-7,-3,1,-1
CC(=O)CCc1ccc(OCCCCn2cncn2)cc1,6,15,-1,-2,0.0,-2,3,-2,4
Cc1nc(NC(=O)C2CCCCC2)sc1C,-2,-8,-2,-1,0.2,0,-9,-3,-8
Cn1cc(/C=N/n2cnc3sc4c(c3c2=O)CCCC4)c2ccccc21,4,5,-4,-7,-3.4,-5,1,5,5
Clc1cccc(CN2CCCCCC2)c1,7,-6,-4,6,0.8,-2,-1,-1,11
COc1ccccc1N1CCN(/N=C/c2cccc(OC)c2O)CC1,10,8,1,13,-0.7,-4,2,7,10
CC(C)c1ccccc1-n1cc[nH]c1=S,-18,2,1,-3,-3.8,1,-2,-4,-8
Cc1cccc(NC(=O)c2cc3c([nH]c4ccccc43)c(C)n2)c1C,2,-6,-1,10,0.8,1,0,1,6

# An excerpt from above, showing only GSTO1 inh, BCLXL inh and MCL1-BIM inh.
compound,GSTO1 inh,BCLXL inh,MCL1-BIM inh
COc1ccc(/C(O)=C2/C(=O)C(=O)N(CCCN3CCOCC3)C2c2ccc(N(C)C)cc2)cc1 (configuration not stated),3,7,6
Cc1cccc(NC(=O)c2cc3c([nH]c4ccccc43)c(C)n2)c1C,-6,2,6
COc1ccccc1N1CCN(/N=C/c2cccc(OC)c2O)CC1,8,10,10
Clc1cccc(CN2CCCCCC2)c1,-6,7,11
Cn1c(=O)[nH]c(=O)c2c1nc(SCC(O)CO)n2CCCc1ccccc1 (configuration not stated),3,2,-1

# (next part)
SMILES,BCLXL inh,GSTO1 inh,TPT1 inhibitor,GLD-1 RNA inh,MEX-5 binding,Fam108B counter,PME-1 primary,PAD4 inh,MCL1-BIM inh
Cc1cc(C)cc(OCC(O)CN2CCC(CN3C(=O)c4cccc5cccc(c45)C3=O)CC2)c1 (configuration not stated),-1,-3,-1,-8,0.4,-2,-1,-2,3
Cc1cc(C(=O)Nc2c(C)nn(Cc3ccc(F)cc3)c2C)on1,1,1,-1,1,0.9,-4,1,-1,1
Cc1oc2c(c(C)cc3oc(=O)c(CC(=O)NCCCO)c(C)c32)c1C,1,-4,-3,0,-3.9,-2,3,-3,-3
COc1ccccc1CCC(=O)OCC(=O)N1c2ccccc2NC(=O)C1(C)C,-2,/,/,-2,/,/,0,0,2
CCCCCOC(=O)C1C2C=CC3(CN(c4ccccc4C)C(=O)C13)O2 (configuration not stated),0,5,1,5,1.5,1,6,3,-6
NS(=O)(=O)c1ccc(CCNC(=O)C(=O)c2cn(CC(=O)N3CCCC3)c3ccccc23)cc1,10,4,-3,2,3.2,4,2,-2,5
c1ccc(-c2cc3ncccc3cn2)cc1,6,/,/,-3,/,/,0,-1,2
CCOc1ccc(OCCn2ccnc2)cc1,-1,-5,-4,-4,1.7,4,-4,5,6
N#Cc1c(-c2ccccc2)cc(-c2ccccc2)nc1SCCC(=O)O,0,-11,-1,-3,-3.9,-11,-4,-6,5
O=C(COc1ccccc1Cl)Nc1ccc(N2CCN(C(=O)c3ccccc3)CC2)cc1,4,-10,1,4,-0.3,-2,1,-4,2
Cc1cc(S(=O)(=O)NC2CCCCC2)ccc1-n1cnnn1,7,9,1,3,-0.5,-2,0,3,1
C#C[C@]1(O)CCC2C3CCC4=Cc5oncc5CC4(C)C3CCC21C (some centres not stated),6,6,-3,2,-4.9,1,-11,-5,2
Cc1cc(=O)[nH]c(N/N=C/C(C)c2ccccc2)n1 (configuration not stated),0,-2,0,2,11,-1,-2,-2,1
COc1ccc(C2SCC(=O)N2Cc2ccccc2)cc1 (configuration not stated),8,3,-4,10,0.4,-4,3,1,4
Cc1ccc(C)c(NC(=O)C(NCC(C)(C)N2CCOCC2)c2ccccc2)c1 (configuration not stated),1,10,-3,-6,3.7,0,1,-2,-2
CCOC(=O)C1=NN(C(C)=O)C2(CC(=O)N(c3ccc(C)c(C)c3)C2=O)C1 (configuration not stated),4,1,-1,2,/,-2,7,-3,2
COc1ccc(/C=N/NC(=O)c2cccc(S(=O)(=O)N3CCCC3)c2)cc1O,-1,/,/,-7,/,/,3,0,1
COc1cc(OC)c(OC)cc1CN(C)C(c1ccccc1)c1nnnn1-c1ccccc1C (configuration not stated),-1,7,-3,5,1.3,10,4,-2,-3
O=C(CCc1nnc(CCCCc2ccccc2)o1)NCCn1cccn1,9,-5,-4,3,-1.5,-3,0,3,4
CCNc1nc(=S)nc(NC(C)C)[nH]1,4,4,0,4,0.4,1,-4,-1,12
O=S(=O)(N/N=C\C=C\c1ccccc1)c1ccccc1,2,2,0,3,-1.6,2,1,-1,7
CC(=O)c1cccc(NC(=O)COc2ccc(S(=O)(=O)N3CCCCC3)cc2)c1,0,6,0,3,-4.0,-4,-4,2,6
CSc1ccccc1-n1nnnc1SCc1ccccc1,0,6,-1,2,1.0,2,14,1,-9
Cc1cccc(N(CC(=O)NC2CCCC2)C(=O)c2c(C)noc2C)c1,4,1,-6,-1,2.3,-5,-3,-6,3
c1ccc(CCn2c3ccccc3c3nnc(SCc4ccc5nonc5c4)nc32)cc1,2,-2,-3,4,2.9,-5,-11,50*,5

# Single records (already shown). Order of values: BCLXL inh	GSTO1 inh	TPT1 inhibitor	GLD-1 RNA inh	MEX-5 binding	Fam108B counter	PME-1 primary	PAD4 inh	MCL1-BIM inh
# `Cc1ccc(C)c(NC(=O)C(NCC(C)(C)N2CCOCC2)c2ccccc2)c1` (configuration not stated) is listed as 1	10	-3	-6	3.7	0	1	-2	-2
# `CCOc1ccc(OCCn2ccnc2)cc1` is listed as -1	-5	-4	-4	1.7	4	-4	5	6
# `CC(=O)c1cccc(NC(=O)COc2ccc(S(=O)(=O)N3CCCCC3)cc2)c1` is listed as 0	6	0	3	-4.0	-4	-4	2	6
# `CSc1ccccc1-n1nnnc1SCc1ccccc1` is listed as 0	6	-1	2	1.0	2	14	1	-9
# `CCCCCOC(=O)C1C2C=CC3(CN(c4ccccc4C)C(=O)C13)O2` (configuration not stated) is listed as 0	5	1	5	1.5	1	6	3	-6

# Reformatted: entries from further up
SMILES	BCLXL inh	GSTO1 inh	TPT1 inhibitor	GLD-1 RNA inh	MEX-5 binding	Fam108B counter	PME-1 primary	PAD4 inh	MCL1-BIM inh
COc1ccc(C2SCC(=O)N2Cc2ccccc2)cc1 (configuration not stated)	8	3	-4	10	0.4	-4	3	1	4
CCOC(=O)C1=NN(C(C)=O)C2(CC(=O)N(c3ccc(C)c(C)c3)C2=O)C1 (configuration not stated)	4	1	-1	2	/	-2	7	-3	2

# Remaining list, next part
SMILES,BCLXL inh,GSTO1 inh,TPT1 inhibitor,GLD-1 RNA inh,MEX-5 binding,Fam108B counter,PME-1 primary,PAD4 inh,MCL1-BIM inh
O=C(CCC(=O)Nc1ccccc1Cl)N/N=C1\CCCc2ccccc21,1,-4,-1,3,-2.9,-2,0,-3,-3
O=[N+]([O-])c1cccc(S(=O)(=O)N/N=C/c2ccc(O)cc2)c1,3,2,1,-8,-4.1,-4,0,-1,6
CCN1CCN(C(c2cccs2)C(C)NC(=O)c2ccccc2F)CC1 (configuration not stated),1,6,0,0,1.8,3,3,-2,3
COC(=O)[C@@H]1[C@@H](C)N(Cc2ccccc2)C(=O)N[C@H]1c1ccccc1,3,6,0,6,1.1,-1,2,-5,4
Clc1cccc(-c2nc3nc4ccccc4nc3n2Cc2ccco2)c1,19,-10,-6,4,-2.5,-1,-7,6,13
Cc1ccc(OCCN2CCN(c3nc(NCc4ccco4)c4ccccc4n3)CC2)cc1,3,1,-7,3,1.7,-4,4,-5,-11
O=C(NC1C2CC3CC(C2)CC1C3)c1ccc(Br)o1 (configuration not stated),11,5,-1,6,-3.6,3,-11,7,7
CN(CCc1ccccn1)C(=O)CCC1CCCN(C(=O)c2n[nH]c3c2CCCC3)C1 (configuration not stated),1,3,2,9,-0.1,1,7,-3,5
CC(=O)Nc1ccc(SCC(=O)N2CCN(S(=O)(=O)c3ccccc3)CC2)cc1,0,12,0,4,-0.4,-2,1,-2,4
O=C(Nc1cnccn1)c1ccncc1,5,-8,0,2,0.4,-3,2,-3,-2
COc1ccc(-n2nnnc2SCc2nc(N)nc(N3CCOCC3)n2)cc1,1,-3,1,-2,2.7,4,0,-1,3
CCCCn1cnc2c(sc3nc4c(cc32)CSC(C)(C)C4)c1=O,1,0,0,3,-1.0,-1,-2,0,-5
CCc1ccc(C(=O)NC(=S)Nc2ccccc2N2CCOCC2)cc1,-1,-1,-3,0,-3.5,-6,-4,-3,5
COc1ccc(N(C(=O)c2ccn[nH]2)C(C(=O)NC(C)(C)C)c2ccc(F)cc2)cc1 (configuration not stated),5,3,0,4,3.0,-3,-4,-10,1

# Source: PubChem (several laboratories)
